Tau fluor counter: counter-screen for tau fibril formation inhibitors; Potency, µM (doses to about 57.7 µM), without a hit: top-dose activity change, negative = decrease; tau K18 P301L Alexa594 fluorescence, heparin fibrillization; 0.93% of 280,000 active; note: % is set by controls: 0 for no effect and ±100 for the full control effect; nearly all actives have a fitted effect of over 55% in size
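Human K18 P301L tau (15 uM unlabeled plus 0.24 uM Alexa 594-labeled, final) in 100 mM sodium acetate pH 7 was mixed with compound and 20 uM heparin and incubated 6 hr at 37 C.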
GAA glycogen mod: alters human alpha-glucosidase cleavage of glycogen | P10253 | recombinant GAA, glycogen substrate, Amplex Red glucose oxidase fluorescence | Potency, µM (highest dose often 76.4 µM), for the others: top-dose activity change, negative = inhibition, hits mostly inhibitors | 0.38% of 300,000 active;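 note: 0% = full enzyme reaction and -100% = no-enzyme basal signal; the screen sought inhibitors and activators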
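Recombinant human enzyme (4 nM); glycogen substrate; 37 C, 40 min, pH 5.0. Readout: coupled glucose oxidase/Amplex Red fluorescence.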
GLA spleen mod: inhibitors or activators of human alpha-galactosidase in spleen homogenate. P06280. human spleen homogenate, 4MU-alpha-Gal fluorescence, 40 min. Potency, µM (doses to about 80 µM), inactives show at the highest dose activity change, negative = inhibition, usual class: inhibitors. 0.008% of 240,000 active;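 note: 0% = enzyme with vehicle and -100% = no enzyme basal signal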
Target sequence (P06280 32-429 limits assumed): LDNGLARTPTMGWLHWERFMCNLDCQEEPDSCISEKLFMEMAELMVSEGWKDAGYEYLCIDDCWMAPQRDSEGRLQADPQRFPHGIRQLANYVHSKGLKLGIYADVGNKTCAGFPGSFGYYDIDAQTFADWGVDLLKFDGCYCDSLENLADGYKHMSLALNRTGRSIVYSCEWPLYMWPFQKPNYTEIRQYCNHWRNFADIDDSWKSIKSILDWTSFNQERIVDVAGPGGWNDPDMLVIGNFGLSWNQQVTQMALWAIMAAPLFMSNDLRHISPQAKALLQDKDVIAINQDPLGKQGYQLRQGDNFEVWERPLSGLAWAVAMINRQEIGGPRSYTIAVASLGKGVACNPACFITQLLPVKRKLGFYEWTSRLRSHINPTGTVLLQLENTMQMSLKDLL
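Spleen homogenate 1 ug + cpd (titration) + 4-MU-alpha-D-galactopyranoside 1 mM; 37C 40 min; 50 mM citrate/phosphate pH 5.0, 0.01% Tween-20; stop pH 10; fluorescence 365/440; AC50 via Hill.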
HTT cytoprotect: cytoprotection in Huntington HTT-Q103 PC12 cell model; Potency, µM (titrated, usually from 56.4 µM), inactives show cytoprotection (ATP increase), hits mostly activators; 0.14% of 230,000 active; PC12 HTT-Q103 induced, cytoprotection, ATP luminescence, 40 h; AID 1471;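 note: % of control where 0% means no effect; nearly all actives have a fitted effect of over 45% in size; toxic huntingtin expression switched on by the ecdysone agonist tebufenozide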
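Cells were plated at 1500 per well in phenol red-free DMEM with 5% equine and 5% calf serum. Tebufenozide (100 nM final) and compounds were added, then ATPlite reagent, and luminescence was read.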
aGlu spleen mod: inhibitors or activators of human alpha-glucosidase in spleen homogenate; P10253; human spleen homogenate, 4-MU-alpha-glucoside fluorescence; Potency, µM (top dose mostly 79.9 µM), for inactives: top-dose activity change, negative = inhibition, usual class: inhibitors; 0.006% of 240,000 active; AID 2112;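 note: 0% = enzyme with vehicle and -100% = no enzyme basal signal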
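Enzyme source: human spleen homogenate, 1 ug/well. Buffer 50 mM citric acid/K phosphate pH 5.0, 0.01% Tween-20. 4-MU-alpha-glucoside 1 mM; 37 C x 40 min; NaOH/glycine stop; fluorescence.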
GAA inhib: blocks human lysosomal alpha-glucosidase | P10253 | purified human GAA, 4-MU-alpha-glucoside fluorescence | Potency, µM (top dose mostly 76.9 µM), without a hit: at the top dose activity change, negative = inhibition, actives largely listed as inhibitors | 0.005% of 200,000 active | AID 1466;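 note: plate controls were uninhibited enzyme wells for no effect and no-enzyme background for full effect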
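AC50 values come from Hill fits of compound titrations (up to 77 uM) against 4 nM human enzyme. Substrate 4-methylumbelliferyl-alpha-D-pyranoside at 400 uM, pH 5.0 citrate buffer, 20 min room temperature; fluorescence Ex 365/Em 440 after alkaline stop.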
Tau FP inhib: tau fibrillization inhibition (FP); K18 P301L tau heparin fibrillization, Alexa594 FP, 6 h; Potency, µM (series often up to 57.7 µM), inactives show at the top dose activity, negative = inhibition, actives largely listed as inhibitors; 0.39% of 280,000 active; note: % is set by controls: 0 for no effect and ±100 for the full control effect; nearly all actives have a fitted effect of over 55% in size
Target sequence (P10636 561-689 P618L limits assumed): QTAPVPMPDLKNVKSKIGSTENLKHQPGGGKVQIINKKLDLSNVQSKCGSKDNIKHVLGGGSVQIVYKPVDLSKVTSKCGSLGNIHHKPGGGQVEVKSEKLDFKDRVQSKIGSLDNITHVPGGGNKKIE
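Compound effects on tau fibrillization are measured by Alexa 594 fluorescence polarization (ex 555, em 632 nm). K18 P301L tau is used at 15 uM with 0.24 uM labeled tracer, and 20 uM heparin induces aggregation over 6 hr at 37 C.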
Tau fibril ThT: tau fibrillization inhibition (ThT binding); P10636; recombinant tau K18 P301L (four-repeat tau fragment), heparin-induced fibrillization, ThT fluorescence; Potency, µM (highest dose often 57.4 µM), for inactives: at the highest dose activity, negative = inhibition, hits mostly inhibitors; 2.1% of 270,000 active; note: % is set by controls: 0 for no effect and ±100 for the full control effect; nearly all actives have a fitted effect of over 55% in size
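Heparin-induced (20 uM) aggregation of recombinant human K18 P301L tau, 15 uM unlabeled with 0.24 uM labeled, pH 7 acetate buffer, 6 hr at 37 C with compound. Fibrils quantified by 30 uM ThT fluorescence after 1 hr ambient incubation.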
* hit, by the source's call; ? = inconclusive; . = no result given; & = joins results of further samples; [ ] = another dose, or the depositor's remark. Calls come from the whole dose curve; as a rule, active = well fitted curve in the direction sought with a large enough effect; inconclusive = small, poorly fitted or top-dose-only effect, or another doubt; inactive = no such curve, though single readings can be large; an effect the other way counts as inactive or inconclusive. Potency is the fitted concentration of half-maximal effect. No enrichment for hits (roughly 3.3% active in at least one column).

Structure | Tau fluor counter | GAA glycogen mod | GLA spleen mod | HTT cytoprotect | aGlu spleen mod | GAA inhib | Tau FP inhib | Tau fibril ThT
Cc1cccc(C)c1C(=NCCCN(C)C)c1ccccc1 | 19.0% | -1.8% | -4.1% | 11.1%[10 µM] | -9.3% | 2.2% | -1.7% | 7.5%
COc1ccc2c(=O)c(-c3ccccc3)coc2c1 | -16.9%&-5.9% | 6.8% | 2.3%&-6.2% | -82.0%[inhibitor][1.9 µM] | 7.7%&-2.5% | 2.0% | -8.7%&-11.1% | ?
COc1ccc(CC(=O)Nc2ccc3c(c2)CCC3)cc1S(=O)(=O)N1CCOCC1 | -12.5% | 5.9% | -1.9% | 5.6% | -3.1% | -4.4% | 3.3% | -7.5%
COc1ccc(Cn2c(=O)[nH]c3cc(C(=O)NC4CCCC4)ccc3c2=O)cc1 | 5.4% | 3.8% | 2.7% | -27.4% | -1.1% | 9.0% | -9.3% | 7.2%
Cc1ccc(NC(=O)C2C3CCCC2C3c2ccccc2)cc1C (stereo unspecified) | 0.2% | 9.1% | 1.5% | 13.4% | -3.6% | 13.0% | -0.3% | -6.4%
Cc1ccc(-c2nnn(CC(=O)N3CCC(C)CC3)n2)o1 | 0.2% | 0.7% | 5.6% | 2.3% | -1.3% | -6.5% | -0.4% | -5.5%
CCOC(=O)c1c(C)[nH]c(C)c1C(=O)CSc1nncs1 | -2.8% | 5.7% | 4.2% | 3.8%[10 µM] | 7.6% | 1.2% | -2.3% | -3.6%
Cc1ccccc1-c1nc(SCc2cccnc2)c2c(=O)n(C)c(=O)n(C)c2n1 | 3.7% | -5.6% | 1.1% | . | -5.3% | -3.0% | 0.7% | 6.6%
CC(C)C[C@H](NC(=O)OC(C)(C)C)C(=O)N/N=C/c1ccc2nccnc2c1 | -13.7% | 0.8% | -6.9% | -3.5% | -4.8% | -1.7% | -10.2% | -9.6%
CCn1c(SCC(=O)Nc2sc3c(c2C#N)CCCC3)nnc1-c1ccco1 | -1.2% | 4.8% | -7.6% | -0.4% | -5.5% | -6.6% | -3.9% | -10.4%
C=CCc1cc(C=O)cc(OC)c1OCc1c(Cl)cccc1Cl | -12.7% | 6.4% | 6.9% | -57.6%[inhibitor][10 µM] | -5.4% | 3.1% | -6.2% | ?
CCOC(=O)C1=C(CN(C)Cc2ccccc2)NC(=O)NC1c1ccc(OC(C)C)cc1 (stereo unspecified) | -20.9% | 5.1%[76.3 µM] | . | . | . | . | 2.8% | ?
O=S(=O)([N-]c1nc2ccccc2nc1-[n+]1ccc(Cc2ccccc2)cc1)c1ccc(Br)s1 | ? | -4.4% | -7.9% | 20.6%[10 µM] | -7.4% | . | -4.8% | ?
O=C(COc1ccc(Cl)cc1Cl)NCCCN1CCOCC1 | 4.1% | -4.5% | 0.2% | 5.0% | -0.7% | 0.5% | -1.3% | -1.6%
Cc1cc(C)c(C)c(S(=O)(=O)N2CCC(C(=O)OCC(=O)N3c4ccccc4NC(=O)C3(C)C)CC2)c1C | ? | -9.2% | -4.1% | 0.9% | -13.0% | -6.6% | -5.5% | -21.2%
O=C(COC(=O)C1(c2cccc(F)c2)CCCC1)NCc1ccc2c(c1)OCO2 | -14.6% | 10.0% | 0.0% | 6.9%[10 µM] | -12.3% | ? | 7.2% | -11.8%
O[C@@H](CNC[C@H](O)c1ccccc1)c1ccccc1 | 8.3% | 5.5% | -8.3% | 6.3%[10 µM] | -3.0% | -2.5% | -5.5% | 6.0%
COc1ccccc1NC(=O)CC1S/C(=N/N=C2\CCCc3ccccc32)NC1=O (stereo unspecified) | ? | -6.8% | 2.8% | -35.6%[inhibitor] | . | -7.0% | -5.3% | -16.5%
CCN(C(=O)C1CCCCC1)c1nnc(-c2cccnc2)s1 | 3.8% | -6.9% | 1.8% | -19.3% | -3.9% | -5.1% | 2.7% | -2.6%
CC(=O)Nc1ccc(S(=O)(=O)C(C#N)c2nc3ccccc3nc2NCCN2CCOCC2)cc1 (stereo unspecified) | -10.5% | 3.7% | ? | 18.8% | 7.8% | ? | 4.6% | -7.8%
c1ccc(Cc2noc(CN3CCN(CCOc4ccccc4)CC3)n2)cc1 | -7.0% | -11.6% | -0.4% | -12.0%[10 µM] | 1.9% | . | -1.7% | -8.0%
COc1cccc([C@@H]2Oc3ccc(OC)cc3C[C@H]2OC(=O)Nc2ccc(OC(F)F)cc2)c1 | ? | . | 4.7% | -15.3% | -6.2% | . | ? | -6.3%
Cc1nc(SCC(N)=O)[nH]c(=O)c1CCC(C)C | 2.5% | 0.7% | -3.5% | 13.5% | -1.3% | -2.2% | 0.9% | 1.9%
Cc1ccc(N=Nc2c(C)[nH][nH]c2=O)c(C)c1 | -23.2% | 1.3% | -1.9% | -60.6%[inhibitor] | -6.6% | -8.6% | -5.7% | 8.91µM*
CCOc1ncccc1C(=O)OCC(=O)c1ccc[nH]1 | -1.9% | 0.9% | 6.9% | -15.1%[10 µM] | 1.0% | -0.6% | -1.9% | -7.8%

Single values from the results shown:
GLA spleen mod result of `O[C@@H](CNC[C@H](O)c1ccccc1)c1ccccc1` reads -8.3%
Tau fluor counter result of `CCOc1ncccc1C(=O)OCC(=O)c1ccc[nH]1` reads -1.9%

The list goes on:
Structure | Tau fluor counter | GAA glycogen mod | GLA spleen mod | HTT cytoprotect | aGlu spleen mod | GAA inhib | Tau FP inhib | Tau fibril ThT
Cc1cc(C(=O)N/N=C/c2cc(Cl)cc([N+](=O)[O-])c2O)c2ccccc2n1 | ? | 0.8% | -1.8% | -0.1%[10 µM] | 1.7% | 0.2% | 13.8% | 7.08µM*
O=C(Nc1ccccc1)/C(=C\c1cccs1)NC(=O)c1ccccc1 | -1.4% | 5.3% | -5.8% | -19.3%[1.9 µM] | -5.3% | -1.2% | -7.2% | -1.9%
Cc1cc2c(cc1S(=O)(=O)CCC(=O)N1CCCC(C)C1)OCC(=O)N2 (stereo unspecified) | -15.4% | 6.3%[76.3 µM] | . | . | . | . | -1.8% | -15.7%
CCOC(=O)c1cnc2c(Cl)cc(Cl)cc2c1Nc1cc(C(=O)O)ccc1C | 1.7% | -4.1%[76.3 µM] | . | . | . | . | -5.0% | ?
Fc1ccc(-c2nc3c(Cl)cc(C(F)(F)F)cn3c2Cl)cc1 | -6.6% | 1.0% | 3.4% | -47.9%[inhibitor][10 µM] | 1.2% | 6.8% | -6.8% | -7.5%
O=C(CC1NCCN(Cc2ccccc2)C1=O)Nc1ccccc1 (stereo unspecified) | -3.8% | 7.0% | -11.4% | 6.5%[10 µM] | -3.8% | ? | 2.2% | -1.2%
Cc1ccc(-n2c(SCCC(C)C)nc3sc4c(c3c2=O)CC(C)(C)OC4)cc1 | -11.2% | 20.7%[76.3 µM] | . | . | . | . | -4.3% | -16.3%
Cc1ccc(OCC(=O)N2CCN(C(=O)c3ccncc3)CC2)cc1 | -7.8% | -7.0% | 1.4% | . | -3.4% | 13.0% | 6.2% | -8.7%
CCC/C=C(\CCC)C(NS(=O)(=O)c1ccc(C(F)(F)F)cc1)c1ccccc1 (stereo unspecified) | -22.7%&-23.9% | -14.2% | -2.6%&-1.7% | 4.5% | -13.4%&4.2% | ? | -3.5%&-2.0% | ?
COc1ccccc1NS(=O)(=O)c1cc(NC(=O)C2CCCC2)ccc1N1CCOCC1 | ? | 5.0% | 0.4% | 5.5%[10 µM] | -6.4% | -0.2% | -7.8% | -16.8%
CCc1ccc2nc3c(c(C(=O)O)c2c1)CCC3 | 8.5% | -4.0% | 3.1% | 3.7%[10 µM] | -1.4% | 3.3% | -0.7% | 6.9%
Cc1noc(C)c1COc1ccc(C(=O)OC(C)C(=O)Nc2ccc(N3CCOCC3)cc2)cc1 (stereo unspecified) | -13.3% | 0.7% | -2.5% | -18.9% | -2.8% | -8.2% | 9.9% | -18.9%
O=S(=O)(Nc1cccc(-c2ccc(N3CCCCCC3)nn2)c1)c1ccc(F)cc1 | ? | -12.9%[76.3 µM] | . | . | . | . | ? | -7.0%
COc1ccc(-n2cnnc2SCC(=O)Nc2cccnc2Cl)cc1 | -4.7% | -2.9% | 3.8% | -18.3% | -3.7% | -4.5% | -9.3% | -4.5%
CC(NC(=O)CCSCc1ccccc1F)c1ccccc1 (stereo unspecified) | -4.9% | 0.0% | . | . | . | . | -7.1% | 1.1%
Cc1ccccc1NC(=O)C1CCN(c2cnccn2)CC1 | 1.4% | -11.3% | 3.8% | 17.2%[10 µM] | -14.1% | -2.0% | 1.2% | -3.3%
CNC(=O)C1=C(C)Nc2nc3ccccc3n2C1c1cccc(OC)c1 (stereo unspecified) | -5.7% | 15.0% | 3.9% | -54.3% | 7.2% | -4.0% | 11.4% | -10.2%
CCOC(=O)c1c(C)[nH]c(C(=O)OCc2c(C)noc2C)c1C | -10.3% | 2.0% | 7.0% | -11.9%[10 µM] | -1.6% | -7.3% | -0.1% | -14.7%
Cc1cc(C)cc(N(CC(=O)Nc2ccccc2)C2=NC3CS(=O)(=O)CC3S2)c1 (stereo unspecified) | -24.2% | -0.6% | -2.1% | 6.8%[10 µM] | -1.0% | ? | -17.4% | ?

Looked up by compound from the list above, 4 records:
Structure | Tau fluor counter | GAA glycogen mod | GLA spleen mod | HTT cytoprotect | aGlu spleen mod | GAA inhib | Tau FP inhib | Tau fibril ThT
CCOC(=O)c1c(C)[nH]c(C(=O)OCc2c(C)noc2C)c1C | -10.3% | 2.0% | 7.0% | -11.9%[10 µM] | -1.6% | -7.3% | -0.1% | -14.7%
Cc1ccc(OCC(=O)N2CCN(C(=O)c3ccncc3)CC2)cc1 | -7.8% | -7.0% | 1.4% | . | -3.4% | 13.0% | 6.2% | -8.7%
COc1ccccc1NS(=O)(=O)c1cc(NC(=O)C2CCCC2)ccc1N1CCOCC1 | ? | 5.0% | 0.4% | 5.5%[10 µM] | -6.4% | -0.2% | -7.8% | -16.8%
Cc1ccccc1NC(=O)C1CCN(c2cnccn2)CC1 | 1.4% | -11.3% | 3.8% | 17.2%[10 µM] | -14.1% | -2.0% | 1.2% | -3.3%
